LDHA inh: blocks human lactate dehydrogenase A | actives 0.15% (n = 480,000) | purified LDHA, NADH/diaphorase-resazurin fluorescence; stronger effect = lower value | AID 1347041 | P00338 | activity change, % (values are at about 110 or 230 µM); in the data active = activity change below about -30%; inconclusive = mostly about -25% to -30%;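 note: plate controls were DMSO wells for no effect and wells without enzyme for full effect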
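LDH5 2 nM; NADH 0.06 mM, pyruvate 0.2 mM; 200 mM Tris pH 7.4, EDTA, Tween-20; 5 min RT. Detection: diaphorase 0.133 mg/mL + resazurin 37 µM, fluorescence ex540/em590 at 0 and 20 min; normalized to enzyme-free and DMSO wells.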
RGS4 inh: inhibitors of human regulator of G protein signaling 4. Potency, µM (doses to about 114 µM), for the others: top-dose activity change, negative = inhibition, most hits filed as inhibitors. actives 0.039% (n = 390,000). Transcreener GDP fluorescence polarization, RGS4-accelerated GTP hydrolysis. P49798; note: potency is the fitted concentration of half-maximal effect; % is set by controls: 0 for no effect and ±100 for the full control effect; nearly all actives have a fitted effect of over 75% in size; some results filed as inactive show a strong effect at the top dose
Target sequence (P49798 whole entry, looked up): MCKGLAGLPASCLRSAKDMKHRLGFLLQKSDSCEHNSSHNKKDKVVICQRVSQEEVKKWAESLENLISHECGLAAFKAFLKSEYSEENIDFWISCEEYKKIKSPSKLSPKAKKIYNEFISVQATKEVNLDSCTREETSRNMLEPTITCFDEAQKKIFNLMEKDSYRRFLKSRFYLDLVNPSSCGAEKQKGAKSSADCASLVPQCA
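MLSMR compounds (23 nl, pin-transferred) preincubated 10 min at room temperature with a 500nM (2x) first reagent, then RGS4 at 900nM (2x) plus Transcreener GDP mix added; fluorescence polarization (620/688 nm) read before and after 90 min at 30 °C.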
12-LOX inh: ALOX12 (human) lipoxygenase inhibition | P18054 | purified 12hLO, xylenol orange hydroperoxide absorbance | Potency, µM (doses to about 108 µM), for inactives: at the top dose activity change, negative = inhibition, actives largely listed as inhibitors | actives 1.1% (n = 580,000) | AID 1671190; note: potency is the fitted concentration of half-maximal effect; % is set by controls: 0 for no effect and ±100 for the full control effect
Target sequence (P18054 whole entry, looked up): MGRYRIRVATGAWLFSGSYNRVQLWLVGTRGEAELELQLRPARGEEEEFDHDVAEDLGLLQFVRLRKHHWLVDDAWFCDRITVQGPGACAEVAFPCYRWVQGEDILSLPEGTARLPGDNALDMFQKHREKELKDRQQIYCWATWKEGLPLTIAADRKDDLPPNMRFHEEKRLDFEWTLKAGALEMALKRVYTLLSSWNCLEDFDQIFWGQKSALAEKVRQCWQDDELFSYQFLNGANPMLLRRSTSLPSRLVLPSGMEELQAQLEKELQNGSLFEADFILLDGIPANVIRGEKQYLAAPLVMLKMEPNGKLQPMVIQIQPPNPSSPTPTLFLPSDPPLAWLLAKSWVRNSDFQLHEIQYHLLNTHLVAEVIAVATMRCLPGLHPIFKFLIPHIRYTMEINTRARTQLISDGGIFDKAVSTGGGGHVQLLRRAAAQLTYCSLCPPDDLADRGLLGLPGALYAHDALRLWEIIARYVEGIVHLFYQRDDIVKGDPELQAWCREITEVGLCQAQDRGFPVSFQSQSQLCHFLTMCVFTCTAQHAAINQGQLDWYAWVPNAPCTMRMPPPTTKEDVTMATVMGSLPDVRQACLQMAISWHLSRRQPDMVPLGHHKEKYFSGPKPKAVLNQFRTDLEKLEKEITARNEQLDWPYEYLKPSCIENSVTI
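Purified human 12hLO at 150 nM in 25 mM Hepes, 0.01% Triton X-100, pH 7.0, preincubated 15 min at room temperature with compound. Reaction started with 40 uM arachidonic acid, 30 min at room temperature. Hydroperoxide measured by Fe-xylenol orange, 573/405 nm absorbance ratio.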
Vif-APOBEC3F blk: inhibitors of Vif-A3F interaction; HeLa A3F-eYFP + Vif (tagged APOBEC3F with the HIV-1 protein that degrades it), YFP fluorescence increase; Potency, µM (highest dose often 46.1 µM), inactives show at the highest dose activity, negative = active; actives 0.2% (n = 390,000); note: potency is the fitted concentration of half-maximal effect; % of control where 0% means no effect; nearly all actives have a fitted effect of over 65% in size
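Fluorescence increase (Ex 488/Em 500-530) after overnight compound treatment at 37 deg C flags inhibition of Vif-driven A3F-eYFP loss in stable HeLa A3F-eYFP/Vif cells seeded overnight beforehand.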
ERG-DNA inh: inhibitors of human ERG Ets domain-DNA interaction; P11308; fluorescence polarization, His-ERG Ets domain / labelled DNA; Potency, µM (series often up to 76.9 µM), without a hit: at the highest dose FP activity, negative = inhibition, hits mostly inhibitors; actives 0.028% (n = 370,000); AID 624246; active = well fitted inhibition curve with a large enough effect in the polarisation, with a control signal flat; inconclusive = small, poorly fitted or top-dose-only effect, or effect the other way, or a change in a side signal; inactive = no such curve, though single readings can be large or run the other way; the % refers to the polarisation;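 note: polarization taken with two DNA probes labelled with fluorescein and Texas red; potency is the fitted concentration of half-maximal effect; % of control where 0% means no effect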
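His-tagged ERG Ets domain (1 uM in the protein solution; 300mM KCl, 50mM Tris-HCl, 1mM EDTA, 1mM DTT, pH 7.5) received compound, then a probe mix of 5 nM fluorescein-DNA and 100nM Texas-615-DNA. Fluorescence polarization was read for both dyes.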
Glioma ERSR ind: induces the endoplasmic reticulum stress response in human glioma cells; U87-MG GRP78 promoter luciferase reporter, 16 h; actives 0.02% (n = 420,000); Potency, µM, for inactives: at the highest dose activation, usual class: activators; note: potency is the fitted concentration of half-maximal effect; series mostly up to about 76 µM; % of control where 0% means no effect; nearly all actives have a fitted effect of over 35% in size
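ERSR induction read as luciferase luminescence (Bright-Glo, 10 min at room temperature) in stably transfected human U87-MG glioma cells exposed to compounds for 16 h, using GRP78 as sensor.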
Vif-A3G inh: Vif-A3G binding inhibition. actives 0.076% (n = 410,000). Q9HC16. AID 602310. HeLa A3G-eYFP + Vif (tagged APOBEC3G with the HIV-1 protein that degrades it), YFP fluorescence, overnight. Potency, µM (doses to about 46.1 µM), inactives show top-dose activity, negative = active, most hits filed as inhibitors;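 note: potency is the fitted concentration of half-maximal effect; % is set by controls: 0 for no effect and ±100 for the full control effect; nearly all actives have a fitted effect of over 60% in size; hits raise eYFP signal because A3G escapes Vif-driven loss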
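Read-out is eYFP fluorescence (Ex 488/Em 500-530) from Vif-expressing HeLa A3G-eYFP cells; more signal means A3G escaped Vif-mediated degradation. Cells plated overnight, compound pinned in, incubated overnight at 37 deg C.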
D2 antag: antagonists of human D2 dopamine receptor; P14416; HEK293 TREx D2 cells, calcium flux, dopamine EC80; inhibition, % at 10 µM; actives 2% (n = 340,000); in the data active = inhibition above about 30%; note: 0% is about no effect
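Cells plated overnight at 30 C with tetracycline; no-wash calcium dye, 30–90 min RT; 10 s baseline; compound pinned; 180 s read; EC80 dopamine added; another 180 s read.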
D2 agonist: D2 dopamine receptor (human) agonism | P14416 | HEK293 T-REx D2 cells, calcium flux agonist mode | activation, % at 2 µM | actives 0.53% (n = 340,000) | AID 485358;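 active = activation over 3 SD above normal in the single-dose calcium agonist read, cut at about 30% in these data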; note: 0% is about no effect
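Agonism scored from kinetic calcium signal (1 read/sec, 180 s) following compound pin transfer, after a 10 s baseline. Cells: HEK293 Trex line expressing inducible D2 receptor coupled to calcium, dye-loaded after overnight culture at 30 C.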
The depositor's hits bear a star; i = inactive; u = inconclusive; x = no result given; [ ] = dose if it differs, or a comment. Unless noted, calls come from the whole dose curve; as a rule, active = well fitted curve in the direction sought with a large enough effect; inconclusive = small, poorly fitted or top-dose-only effect, or another doubt; inactive = no such curve, though single readings can be large; an effect the other way counts as inactive or inconclusive. An excerpt. The share of hits here may be higher or lower than overall.

SMILES	LDHA inh	RGS4 inh	12-LOX inh	Vif-APOBEC3F blk	ERG-DNA inh	Glioma ERSR ind	Vif-A3G inh	D2 antag	D2 agonist
CC(C)(C)c1cc(C(=O)NNC(=O)c2ccc(Cl)cc2)no1	-6	12%	0%	u	-2%	1%	1%	3	-0.5
O=C(NCc1ccco1)c1ccc2snnc2c1	-1	20%	0%	0%	-9%	3%	0%	-18	0.5
Cc1cc2nc(C)c(Cl)c(=O)n2[nH]1	1	-53%	-9%	8%	63%[activator]	2%	3%	6	0.3
Cc1ccc2nc(N3C(=O)C(O)=C(C(=O)c4cc5ccccc5o4)C3c3cccs3)sc2c1 (stereo not given)	-4	-37%	x	-4%	16%	2%	0%	x	x
CN1CCN(c2ccc(CNS(=O)(=O)c3ccc(Cl)cc3)cc2)CC1	-4	-34%	i	5%	-1%	-4%	-4%	-3	-0.1
COc1cc(/C=C2\SC(=S)N(CC(=O)O)C2=O)ccc1OS(=O)(=O)c1ccc(C)cc1	-17	u	u	-21%	65%[activator]	-2%	1%	5	0.0
CCOc1ccc(CCNC(=O)c2ccc3c(c2)nc2n3CCOC2)cc1OCC	1	-1%	-20%	-2%	0%	-1%	-9%	x	0.9
COc1cc2c(cc1NC(=O)CCCCCN1C(=O)CCC1=O)oc1ccccc12	-3	-5%	0%	-16%	-2%	-1%	1%	6	0.0
COc1ccc(NC(=S)N2CCC(C(O)(c3ccccc3)c3ccccc3)CC2)cc1	2	-17%	u	-3%	2%	-3%	-6%	4	0.5
CCOc1cc(C(=O)NC(=S)Nc2ccc(Cl)c(C(=O)O)c2)cc(OCC)c1OCC	-2	-32%	u	0%	1%	-3%	0%	-9	0.0
NC1=NC[C@@H](Cc2ccc(O)cc2)N1CCC12CC3CC(CC(C3)C1)C2	-1	-29%	u	-19%	-3%	0%	-1%	x	x
CCCC1=Nc2cc(C(=O)N3CCN(c4ccccn4)CC3)ccc2Sc2ccc(C)cc21	-7	18%	-22%	-7%	0%	-6%	2%	-16	-1.2
Cc1ccccc1C(=O)N1CCC(C(=O)OCC(=O)Nc2cccc([N+](=O)[O-])c2C)CC1	1	-20%	12%	2%	-7%	-3%	-5%	-7	0.2
CN1C(=O)N(CC(=O)Nc2sccc2C(N)=O)C(=O)C12CCCCC2	-1	-12%	11%	6%	19%	0%	-2%	-10	0.0
CCOC(=O)N1CCN(C(=O)c2ccc(Oc3ccc([N+](=O)[O-])cc3)cc2)CC1	-5	-5%	-4%	7%	4%	-5%	1%	13	-0.6
COc1ccc(OC)c(NC(=O)c2cc3sccc3n2C)c1	-2	18%	-16%	1%	7%	0%	-5%	9	-0.4
COc1ccc(/C=C/C(=O)O)cc1S(=O)(=O)NCc1ccccc1	-3	17%	-4%	-5%	7%	-3%	3%	5	1.1
COCCNC(=O)C(C(=O)c1ccc(F)cc1)n1cc(C)ccc1=O (stereo not given)	1	5%[56.9 µM]	-5%	1%	-1%	-1%	5%	-7	0.5
COc1ccc(Cn2c(=S)[nH]c3cc(C(=O)NCc4cccnc4)ccc3c2=O)cc1	-6	25%	4%	-24%	2%	-3%	-4%	12	-0.4
O=S(=O)(Nc1ncccn1)c1ccc(NC(=S)NCc2cccnc2)cc1	-3	-22%	u	15%	-18%	-5%	0%	-7	-2.4

Profiles as entered above:
Record of COc1ccc(NC(=S)N2CCC(C(O)(c3ccccc3)c3ccccc3)CC2)cc1 → LDHA inh: 2; RGS4 inh: -17%; 12-LOX inh: u; Vif-APOBEC3F blk: -3%; ERG-DNA inh: 2%; Glioma ERSR ind: -3%; Vif-A3G inh: -6%; D2 antag: 4; D2 agonist: 0.5
Record of COc1ccc(OC)c(NC(=O)c2cc3sccc3n2C)c1 → LDHA inh: -2; RGS4 inh: 18%; 12-LOX inh: -16%; Vif-APOBEC3F blk: 1%; ERG-DNA inh: 7%; Glioma ERSR ind: 0%; Vif-A3G inh: -5%; D2 antag: 9; D2 agonist: -0.4

Remaining list, next part.
SMILES	LDHA inh	RGS4 inh	12-LOX inh	Vif-APOBEC3F blk	ERG-DNA inh	Glioma ERSR ind	Vif-A3G inh	D2 antag	D2 agonist
Cn1c(SCC(N)=O)nnc1C1CCN(C(=O)NCc2ccccc2)CC1	0	-8%	u	-3%	-9%	-2%	-5%	1	-0.1
O=C(c1sc2ccccc2c1Cl)N(Cc1ccco1)C1CCS(=O)(=O)C1 (stereo not given)	-4	7%	3%	-19%	4%	-4%	1%	x	x
CCOC(=O)c1c(S(=O)(=O)Nc2ccc(CN3CCC(C)CC3)cc2)c(C)n(C)c1C	-2	8%[11.4 µM]	-2%	2%	2%	-4%	0%	5	0.0
Cc1ccc(C(O)c2nc3ccccc3n2C(C)C)cc1 (stereo not given)	-6	15%	u	-35%	4%	-5%	-3%	-13	-0.2
CCOc1ccc(NC(=O)COC(=O)c2cccnc2)cc1	0	-15%	-23%	4%	5%	-3%	-5%	5	0.2
COc1cc2[nH]c(=S)n(NC(=O)c3ccccc3)c(=O)c2cc1OC	-2	-10%	-27%	-6%	-16%	-3%	5%	14	-0.9
COc1ccc(CCC(=O)NCCc2ccc(Cl)cc2)cc1	-6	-1%	-22%	-28%	-10%	-3%	-3%	14	-0.5
CCOC(=O)N1CCN(C(=S)Nc2cccc(C)c2C)CC1	-7	-31%	-16%	2%	-5%	-3%	2%	10	0.5
CC1(Cc2cn(CCC#N)c3ccccc23)OCCO1	7	-1%	-1%	x	-6%	-5%	0%	-3	-0.3
CC(=O)Nc1cc2c(=O)n(Cc3ccccc3)c(C)nc2cc1N1CCOCC1	-1	39%	14µM*	-2%	-15%	-2%	0%	-30	-1.2
O=C(CN1C(=O)NC(Cc2ccccc2)C1=O)Nc1ccc(F)cc1 (stereo not given)	4	-9%	0%	-6%	-3%	-7%	-4%	-14	0.1
C=Cn1cc[n+](CC(=O)c2ccc(Br)s2)c1	2	-6%	-4%	5%	14%	-3%	5%	-18	-0.3
CCOc1ccccc1NS(=O)(=O)c1ccc2[nH]c(=O)[nH]c2c1	-12	-17%	-15%	-5%	-1%	2%	-2%	0	-0.6
CCn1c(SCc2ccccc2)nnc1-c1ccc(S(=O)(=O)N2CCCCC2)cc1	4	-33%	0%	0%	-2%	-4%	6%	-17	-0.7
CN(C)c1ccc(C(CNC(=O)c2ccc(C#N)cc2)c2c[nH]c3ccccc23)cc1 (stereo not given)	0	-1%	u	2%	2%	-2%	-1%	-10	0.6
CC(=O)N1CCc2c(sc3c2c(=O)n(-c2ccccc2Cl)c(=O)n3C)C1	-4	-5%	-38%	3%	1%	-2%	1%	x	0.8
CC(=O)Nc1cccc(Oc2ccc3c(c2)C(=O)NC3=O)c1	-6	9%	-9%	-10%	-5%	0%	3%	-5	0.4
COc1ccc(-c2[nH]ncc2C(=O)NCc2ccccc2C)cc1	-6	-2%	-23%	x	2%	x	x	x	-0.6
Cc1c([N+](=O)[O-])cc(S(=O)(=O)Nc2ccc(-c3ccc(N4CCCC4)nn3)cc2)cc1[N+](=O)[O-]	-1	-1%	-10%	4%	0%	1%	0%	-3	-0.1
O=C(Nc1c(C(=O)N2CCN(c3ccccc3)CC2)oc2ccccc12)c1ccc(Br)o1	2	9%	-5%	0%	7%	-3%	-1%	x	-1.3
O=C1NC(c2ccccc2)CCC1(Cl)Cl (stereo not given)	-1	-20%	4%	9%	5%	-4%	-6%	2	-0.4
COCCCNC(=O)CN(c1cccc(Cl)c1)S(C)(=O)=O	1	-19%	9%	-6%	3%	-5%	0%	0	0.3
O=C(CN1CCN(C(=O)c2cccs2)CC1)Nc1ccc(Br)cc1	0	2%[11.4 µM]	0%	1%	3%	1%	2%	-3	2.6
CCCCCC(=O)N/N=C(\C)c1ccc(N2CCCCC2)cc1	-3	-23%	14%	0%	-6%	1%	-7%	-1	-0.3
COc1ccc([C@H]2CC(=O)C=C(c3ccc(Oc4ccccc4)cc3)C2)cc1OC	-2	-20%	8%	2%	3%	-6%	2%	-15	3.3
O=C(NC12CC3CC(CC(C3)C1)C2)c1ccc(-c2ccc(Cl)cc2)o1	-12	-5%	-14%	6%	x	3%	-3%	-1	-0.4
CCOP(=O)(OCC)c1cccc(P(=O)(c2ccccc2)c2ccccc2)c1O	-4	-15%[56.9 µM]	u	0%	-4%	-6%	-6%	-16	2.0
O=C(NC(=S)N1CCCCCC1)c1ccc(Cl)cc1Cl	-5	-7%	1%	u	-9%	-2%	0%	-7	1.2
CCOC(=O)c1ccc(NC(=S)Nc2ccc3[nH]c(=O)[nH]c3c2)cc1	-2	-18%	-29%	2%	1%	0%	0%	-3	0.4
COc1ccccc1NCCC(=O)OCC(=O)Nc1ccccc1F	4	-40%	160%[activator]	-3%	-6%[15.4 µM]	-4%	0%	x	x
CCOc1ccc(NC(=O)Cn2cnc3nc4c(cc3c2=O)CCCC4)cc1	-10	0%	5%	-1%	-2%	-3%	-7%	x	-0.3
O=c1c2ccccc2nc(/C=C/c2c[nH]c3ccccc23)n1CCO	3	-5%	u	-12%	5%	4%	u	-16	0.6
Clc1cccc(Cl)c1-c1noc(-c2ccno2)n1	-1	-4%	u	6%	-3%	-5%	0%	-5	0.2
COc1ccc(OC)c(CNC(=O)c2cc(=O)[nH]c3ccc(S(=O)(=O)N4CCCCC4C)cc23)c1 (stereo not given)	-2	13%	-25%	9%	4%	-3%	4%	x	-0.2
Nc1nnnn1N=C1CCCCC1	2	-21%	-4%	5%	6%	-4%	-11%	-13	1.2
